# FXIa inh – inhibitors of human coagulation factor XIa. purified FXIa, Boc-Glu-Ala-Arg-AMC fluorogenic substrate. 220,000 compounds, 0.14% hits. P03951. inhibition, % at 5 µM;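 active = inhibition of at least 40%; inactive = inhibition below 40%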;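 note: fluorescence of freed AMC excited at 355 nm; 0% = enzyme without compound and 100% = no enzyme blank; many of its hits are not listed in these tables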
# thrombin 1536 – inhibitors of human thrombin | P00734 | alpha-thrombin, Boc-VPR-AMC fluorogenic substrate cleavage | inhibition, % at 5 µM | 220,000 compounds, 0.26% hits | AID 1046;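 active = inhibition at or above 40%; inactive = inhibition below 40%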;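 note: 0% = enzyme with no compound and 100% = wells without enzyme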
#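 Material: human alpha-thrombin protein; Also added: Boc-VPR-AMC substrate, 15 µM final; Timing: enzyme reaction carried out at room temperature; Signal: fluorescence, ex 355 nm, em 460 nm; Measure: % inhibition of thrombin; Controls: enzyme without compound as high, wells lacking enzyme as low.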
# zVAD death inh – L929 zVAD cell death inhibition; AID 1377; L929 zVAD necroptosis rescue, ATP luminescence, 24 h; with zVAD 60 µM; viability rescue, % at 10 µM; 220,000 compounds, 0.38% hits;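 active = activation, scaled between plate controls, above about 75%, limit read from the data; inactive = activation under that limit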;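 note: 0% = zVAD with DMSO and 100% = DMSO alone without zVAD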
# KCC2 mod – KCC2 (human) Cl- transport modulation; 190,000 compounds, 2.2% hits; B-score of Tl+ flux slope (higher = more flux/activation; lower = inhibition) at 10 µM; Q9H2X9; KCC2 cells, thallium flux FluoZin-2 fluorescence;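 active = thallium flux slope and its plate-corrected score both differing from the plate sample mean at a set confidence after two filtering rounds, in either direction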;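 note: slope of fluorescence scaled to starting intensity during 10 to 20 s after thallium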
# Target sequence (Q9H2X9 whole entry, looked up): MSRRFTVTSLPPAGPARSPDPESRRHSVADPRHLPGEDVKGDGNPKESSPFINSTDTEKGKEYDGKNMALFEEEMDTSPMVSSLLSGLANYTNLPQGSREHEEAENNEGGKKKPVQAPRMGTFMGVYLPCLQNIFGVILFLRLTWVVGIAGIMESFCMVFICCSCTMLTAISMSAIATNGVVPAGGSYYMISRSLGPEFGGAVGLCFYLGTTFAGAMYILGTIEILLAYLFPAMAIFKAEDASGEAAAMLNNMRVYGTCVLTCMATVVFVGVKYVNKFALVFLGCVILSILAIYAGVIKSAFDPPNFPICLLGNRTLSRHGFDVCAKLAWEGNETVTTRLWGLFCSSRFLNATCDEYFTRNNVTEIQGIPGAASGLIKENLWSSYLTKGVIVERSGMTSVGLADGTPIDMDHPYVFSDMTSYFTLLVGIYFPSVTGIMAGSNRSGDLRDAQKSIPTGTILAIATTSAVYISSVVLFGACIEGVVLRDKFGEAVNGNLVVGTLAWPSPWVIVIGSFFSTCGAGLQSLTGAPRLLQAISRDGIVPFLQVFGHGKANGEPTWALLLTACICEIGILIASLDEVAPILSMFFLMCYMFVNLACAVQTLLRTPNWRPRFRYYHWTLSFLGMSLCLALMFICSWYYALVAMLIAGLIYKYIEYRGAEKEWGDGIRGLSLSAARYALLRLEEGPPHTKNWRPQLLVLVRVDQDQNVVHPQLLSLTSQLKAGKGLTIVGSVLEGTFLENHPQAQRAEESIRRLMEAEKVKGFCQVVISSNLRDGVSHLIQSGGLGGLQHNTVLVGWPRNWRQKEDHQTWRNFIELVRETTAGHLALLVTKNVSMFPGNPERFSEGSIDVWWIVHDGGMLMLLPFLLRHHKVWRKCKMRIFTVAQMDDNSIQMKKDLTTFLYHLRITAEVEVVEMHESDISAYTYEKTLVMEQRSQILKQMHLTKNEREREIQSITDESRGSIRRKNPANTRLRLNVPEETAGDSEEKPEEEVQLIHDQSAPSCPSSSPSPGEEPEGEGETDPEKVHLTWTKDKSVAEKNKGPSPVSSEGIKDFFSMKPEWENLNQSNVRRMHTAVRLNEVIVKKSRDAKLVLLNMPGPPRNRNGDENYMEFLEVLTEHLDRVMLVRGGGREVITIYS
# TNF death inh – blocks TNF-alpha induced death of Jurkat FADD-/- cells | 220,000 compounds, 0.068% hits | AID 463075 | Jurkat FADD-/- TNF necroptosis rescue, ATP luminescence, 24 h; 0 = TNF only, 100 = no-TNF cells | activation (protection from cell death), % at 10 µM;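 active = activation, meaning protection from cell death, of at least 50% relative to plate controls; inactive = activation below 50%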;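 note: necroptosis triggered by 40 ng/mL TNF-alpha added together with compound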
# Rad51 HR inh – Rad51 (human) homologous recombination inhibition | Q06609 | hRad51 DNA strand exchange, fluorescence dequenching | inhibition, % at 10 µM | 200,000 compounds, 0.085% hits;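 active = inhibition above 40% at the single screening dose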;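 note: 0% = DMSO control wells and 100% = blanks with heterologous ssDNA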
#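 System: hRad51 filaments on single-stranded DNA; reagent: Fluorescein- and BHQ1-tagged 47-mer duplex; compound dosing: one concentration, 10 µM final; timing: filaments 15 min 37 °C, then compound 30 min; measured by: fluorescein emission 520 nm, excitation 485 nm; benchmarks: per-plate controls and blanks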
# FXIIa inh – inhibitors of human coagulation factor XIIa; P00748; purified FXIIa, Boc-QGR-AMC fluorogenic substrate, 2 h; inhibition, % at 5 µM; 220,000 compounds, 0.3% hits; in the data active = inhibition above about 40%;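 note: 0% = enzyme with no compound and 100% = blank without enzyme; many of its hits are not listed in these tables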
# Hck-Nef inh – blocks Nef-activated human Hck kinase; P08631; Recombinant Hck-YEEI plus Nef, Z-Lyte FRET kinase assay; inhibition, % at 20 µM; 220,000 compounds, 0.68% hits; AID 463187;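 active = Hck-Nef kinase inhibition above about 50%, limit read from the data; inactive = inhibition below that limit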;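 note: 0% = DMSO with Hck plus Nef and 100% = Hck alone without Nef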
# KLK5 inh – kallikrein 5 (human) inhibition; Q9Y337; recombinant hK5, fluorogenic AMC substrate cleavage; inhibition, % at 5 µM; 210,000 compounds, 0.59% hits; AID 873;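 active = inhibition of 40% or more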;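 note: 0% = enzyme controls without compound and 100% = no-enzyme blanks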
# An asterisk follows results filed as active; / = no result given.
SMILES,FXIa inh,thrombin 1536,zVAD death inh,KCC2 mod,TNF death inh,Rad51 HR inh,FXIIa inh,Hck-Nef inh,KLK5 inh
Cn1c(SCC(=O)NNC(=S)Nc2ccccc2)nnc1-c1ccccc1,1,-1,0.1,-1.4,1.9,9,9,18,-13
CSc1nnc(-c2ccco2)n1-c1ccccc1,-3,1,0.1,0.46,-3.6,1,9,0,-22
COc1cc(C(=O)Nc2ccc3c(c2)N(C(=O)CCN(C)C)c2ccccc2CC3)cc(OC)c1OC,-3,10,4.7,/,-4.3,11,9,26,-10
O=C(Nc1cccc(F)c1)c1coc(=O)c(Br)c1,-9,-4,-0.5,0.24,-7.2,-2,-7,8,-9
O=C(Nc1ccccc1)c1cccnc1N1CCOCC1,4,-4,2.3,-0.3,1.6,-3,3,1,-28
CCOC(=O)c1ccccc1NC(=O)c1cccc([N+](=O)[O-])c1,-4,4,0.1,-0.99,0.6,7,3,-12,-1
COc1ccc(-n2ncc3c(=O)n(CC(=O)N4c5ccccc5CC4C)cnc32)cc1 (stereo not drawn),4,1,-0.1,-1.7,-3.2,-10,14,-4,-4
COc1ccc(NC(=O)CSC2CCCCC2)cc1,-1,2,0.9,-0.028,7.8,0,15,-1,-16
CCCCN=Cc1c(C)[nH]n(-c2ccccc2)c1=S,-2,6,0.4,0.43,0.1,28,6,29,-8
COc1ccccc1-c1csc(Cc2nnc3n2CCCCC3)n1,2,-3,-0.3,-1.4,-2.3,-3,12,-1,-8
O=C(NCc1cccnc1)C(=O)N/N=C/c1ccccc1[N+](=O)[O-],1,-4,-0.1,0.25,-0.4,9,2,23,-6
Cc1cc(=O)oc2cc(OCC(=O)OCC(=O)Nc3ccc4ccccc4c3)ccc12,5,3,/,-0.25,0.8,1,10,6,-14
Cc1noc(C)c1CSc1nnc2scc(-c3ccc(Cl)cc3)n12,-4,-2,-1.7,-1.6,-3.7,9,11,9,-17
CC1CN(C(=O)CSc2nnc(-c3ccncc3)n2-c2ccccc2)CC(C)O1 (stereo not drawn),6,-11,0.4,/,0.6,2,9,2,-8
Cc1onc(-c2ccccc2)c1-c1n[nH]c(=S)n1-c1ccccc1Cl,-7,-2,-0.1,-0.78,-1.7,1,6,1,6
Cc1c(Cc2ccc3c(c2)OCO3)sc(NC(=O)C(C)(C)C)c1C#N,-8,-9,0.5,-0.0016,-3.8,-5,-1,-1,11
O=C(CN1CCN(CCC(=O)Nc2ccccc2F)CC1)Nc1ccc(Cl)cc1,-1,-5,-0.1,0.35,0.2,/,9,2,4
CCN(CC)C(=O)CCC(=O)Nc1ccc(C(=O)OC)cc1,8,11,3.2,/,1.3,-8,22,-4,6
O=C1N(Cc2ccc(F)cc2Cl)c2ccccc2C12OCCCO2,6,2,-0.3,-0.18,-3.8,-2,17,1,-1
O=c1oc2ccccc2c(NC(c2ccccc2)c2ccccc2)c1[N+](=O)[O-],3,-1,/,-0.85,-2.3,3,10,-6,-8
CC1(C)CC(=O)C(C=NCC2CCN(C(=O)Nc3ccc(Cl)c(Cl)c3)CC2)=C(O)C1,0,0,0.1,0.78,0.4,5,12,0,-28
COC(=O)COc1ccc(S(=O)(=O)N2CCOCC2)cc1,4,4,2.0,0.074,0.9,9,6,0,13
S=C(NCc1cccs1)Nc1cccc(Cl)c1Cl,8,-7,0.0,0.17,-0.5,-4,8,1,-2
O=C(CCC1CCCC1)NC1CCCCC1,3,3,-0.7,/,5.2,-9,14,0,4
Cc1ccccc1CN1CCc2c(OCC(=O)N3CCCc4ccccc43)cccc2C1=O,13,1,-0.1,-1.4,2.3,-4,9,-2,53*

# 2 entries picked at random from those above:
SMILES,FXIa inh,thrombin 1536,zVAD death inh,KCC2 mod,TNF death inh,Rad51 HR inh,FXIIa inh,Hck-Nef inh,KLK5 inh
CCN(CC)C(=O)CCC(=O)Nc1ccc(C(=O)OC)cc1,8,11,3.2,/,1.3,-8,22,-4,6
CCCCN=Cc1c(C)[nH]n(-c2ccccc2)c1=S,-2,6,0.4,0.43,0.1,28,6,29,-8

# The results go on:
SMILES,FXIa inh,thrombin 1536,zVAD death inh,KCC2 mod,TNF death inh,Rad51 HR inh,FXIIa inh,Hck-Nef inh,KLK5 inh
COc1ccc(CCNC(=O)COC(=O)/C=C/c2cccs2)cc1,-3,5,1.6,-1.5,-0.1,38,3,19,-9
C#CCNc1nc(C(C)C)nc2c1nnn2Cc1ccccc1F,-7,2,-1.6,0.11,-2.6,/,7,-6,-8
CC(=O)N/C(=N\OCc1ccc(Br)cc1)c1nonc1NC(C)=O,5,-3,1.2,0.54,1.3,-8,13,1,-6
Cc1cc(OC2CCCCC2)nc(NCc2ccccc2)n1,-2,1,1.6,-0.59,-3.1,/,2,13,1
O=C(O)CS(=O)(=O)c1ccc(Oc2ccc(S(=O)(=O)CC(=O)O)cc2)cc1,/,/,0.0,1,-2.2,5,/,-1,/
CCCCC(CC)CNC(=O)Cn1c(=O)[nH]c2ccsc2c1=O (stereo not drawn),1,-7,0.4,0.56,0.4,2,8,0,1
CCN1CCCC1CNCc1ccc(Cl)cc1Cl (stereo not drawn),-7,1,-1.2,0.3,3.2,0,6,-4,-25
N#CCN1CCCC(C(N)=O)C1 (stereo not drawn),-1,-3,0.9,0.28,0.2,18,6,24,-5
COc1ccc(OCCCC(=O)Nc2cccc(SC)c2)cc1,15,16,0.8,0.04,1.9,-2,21,0,34
C/C=C/c1ccc(OCCN2CCc3ccccc3C2)c(OC)c1,1,0,/,-1.2,0.3,/,10,-1,-6
CCOC(=O)c1ccc2nc(NC(NC(C)=O)(C(=O)OC)C(F)(F)F)sc2c1 (stereo not drawn),-6,-3,7.2,/,2.9,1,-3,2,1
Cc1cc(NC(=O)CCN2C(=O)/C(=C\c3ccccc3)SC2=S)no1,2,6,0.5,-0.58,0.1,-5,10,13,-2
CCOC(=O)CCCNC(=O)CCNC(=O)c1ccc(OCC)cc1,-7,-2,0.0,0.16,1.2,8,7,-1,2
COc1ccc(C(=O)N2CCC(n3nnc4cc(F)ccc43)CC2)cc1OC,2,-2,-1.2,-0.32,0.3,-8,6,21,0
CCc1ccc(NC(=O)CN(c2ccc3c(c2)OCO3)S(=O)(=O)c2c(C)noc2C)cc1,0,0,0.8,1.9,0.7,-3,7,-1,-2
COc1cc(C(=O)NC(C)Cc2cccs2)cc(OC)c1OC (stereo not drawn),-1,-1,1.4,-0.41,0.4,-5,2,21,-3
Cc1ccc(-n2[nH]c(C)c(/C=N/N3C(=O)c4cccc5cccc(c45)C3=O)c2=O)cc1,-4,-2,21,41*,0.7,0,4,19,-23
COc1ccccc1N1CCN(C2CCN(S(=O)(=O)c3ccc(NC(C)=O)cc3)CC2)CC1,2,-2,-0.4,0.61,1.5,-3,9,4,/
Cc1ccc(N2C(=O)c3ccccc3C2C(=O)c2cc(C)ccc2O)cc1 (stereo not drawn),13,1,0.7,0.14,1.1,/,18,-21,-3
CCn1c(SC)nnc1C1CCN(S(=O)(=O)c2ccc(OC)cc2)CC1,-2,-3,-0.4,/,-4.6,4,6,0,-6
O=C1CCCc2ccccc2N1Cc1ccc(Cl)cc1Cl,-15,-6,-0.1,/,-5.8,0,-15,2,-1
Cc1ccc(-n2c(N)c(C(=O)Nc3c(C)n(C)n(-c4ccccc4)c3=O)c3nc4ccccc4nc32)cc1C,16,3,6.5,-1.2,-13,-40,11,8,-62
Cn1ccnc1C1CCCCN1Cc1nc(-c2ccc(Cl)cc2)no1 (stereo not drawn),2,-6,-0.8,0.48,2.4,-3,10,20,-1
COc1ccc(NCc2ccc3c(c2)OCO3)cc1Cl,4,2,0.1,0.67,1.4,6,13,1,-9
COc1cc(C(=S)NCc2ccccc2)cc(Br)c1O,-1,2,0.3,-1.4,-1.1,-33,10,22,5

# Quoted from the listing:
# KCC2 mod with COc1ccc(CCNC(=O)COC(=O)/C=C/c2cccs2)cc1 → -1.5
# TNF death inh with CCOC(=O)CCCNC(=O)CCNC(=O)c1ccc(OCC)cc1 → 1.2

# Next part
SMILES,FXIa inh,thrombin 1536,zVAD death inh,KCC2 mod,TNF death inh,Rad51 HR inh,FXIIa inh,Hck-Nef inh,KLK5 inh
Cc1cc(CN2C(=O)c3ccccc3C2=O)no1,6,-2,1.4,/,1.2,/,15,-1,-5
COc1cc2c(=O)n(Cc3ccccc3)c(=O)n(CC(=O)NCc3ccco3)c2cc1OC,9,4,0.1,-0.19,0.2,4,19,1,2
Cc1ccc(-c2nnn(CC(=O)N(Cc3cccs3)C(C(=O)NCC3CCCO3)c3ccco3)n2)o1 (stereo not drawn),-4,-17,0.8,0.067,-3.0,-22,1,25,-6
Cc1ccccc1NC(=O)NCCc1c[nH]c2ccccc12,-5,1,52,0.4,1.7,1,9,13,7
CCCNNC(=O)C(O)(c1ccccc1)c1ccccc1,5,-12,0.3,0.13,0.0,-5,8,4,-13
Cc1nc(-c2nnc(SCC(=O)Nc3cc(C(F)(F)F)cc(C(F)(F)F)c3)n2C)cs1,2,-2,-0.1,0.21,2.3,/,7,40,2
Cc1ccc2c(c1)nc(NCCO)n2C,3,2,1.1,/,0.1,10,12,-1,-29
COc1ccc2c(c1)C1C=CCC1C(c1cc3c(cc1Br)OCO3)N2 (stereo not drawn),-8,10,0.3,0.5,-14,-4,13,-1,15
COc1ccccc1OCCC(=O)OCC(=O)Nc1cc(S(=O)(=O)N2CCOCC2)ccc1Cl,5,/,1.4,-0.76,0.0,-11,8,13,0
Cc1ccc(NC(CC(=O)c2ccccc2)c2ccc(F)cc2)cc1 (stereo not drawn),-1,0,0.1,/,1.9,1,9,-1,0
CCOc1ccc(OCc2cccc(C(=O)N(CC)CC)c2)cc1,-6,-2,0.1,0.0075,0.4,15,4,7,-10
CCOc1ccc(NC(=O)C2CCCCN2S(=O)(=O)c2ccccc2)cc1 (stereo not drawn),0,2,-0.1,0.76,1.4,-3,2,3,-22
CCOc1ccc(NC(=O)C2CCC(N3C(=O)C4CC=CCC4C3=O)CC2)cc1 (stereo not drawn),0,-11,0.3,-0.36,-1.1,4,14,1,-4
O=C1CC(c2ccccc2)C(C(=O)O)N1 (stereo not drawn),5,-3,0.7,0.28,-0.1,-5,12,19,-23
Cc1ccc2[nH]c(=O)c(CN(Cc3ccco3)C(=O)N3CCOCC3)cc2c1,-5,0,2.4,-0.044,0.6,-4,4,17,-9
COc1ccc(Cn2nnnc2CN2CCC(c3nc4ccccc4s3)CC2)cc1,-24,-6,-1.2,-0.021,0.6,0,-5,-2,-25
Cc1ccc2[nH]c(-c3ccccc3)c(CN3CCOCC3)c(=O)c2c1,-15,-2,0.7,-0.19,-1.4,10,0,1,-18
COc1cccc(CN(C)CC(=O)NCc2ccccc2Cl)c1OC,-3,5,0.8,-1.9,0.2,-4,12,19,4
Cc1cccc(C)c1NC(=O)CSCC(=O)c1ccc(O)c(O)c1,-3,-5,1.1,1.2,-10,-3,11,1,-36
Cc1ncoc1C(=O)NCc1ccccc1Cl,1,0,1.2,/,1.6,-1,13,0,-4
CC(CCCC(C)(C)O)NCc1cn[nH]c1-c1ccc2c(c1)OCO2 (stereo not drawn),-2,-3,0.2,/,0.4,20,0,5,/
O=C(CNC(=O)c1ccc(S(=O)(=O)N2CCCC2)cc1)N/N=C/c1ccc(F)cc1,0,0,4.3,-0.61,2.4,-2,11,24,2

# Bioassay records deposited in PubChem by several laboratories.

# These rows are one share of the data (hit frequency here may not be typical).
